Bioassay records as filed in PubChem BioAssay.
KCNH2 WT inh – KCNH2 (human, wildtype) channel inhibition | 340,000 tested, 0.37% active | U2OS, BacMam KCNH2, thallium flux FluxOr; stronger effect = lower value | Q12809 | AID 720551 | activity change, % at 1.84 µM;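 active = maximum activity change below -70%; inconclusive = maximum activity change between -70% and -50%; inactive = maximum activity change above -50%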
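U2OS cells were transduced with wild-type KCNH2 virus (2.03 x 10^8 / mL) for 4 h at room temperature, then cultured overnight at 37 C. Thallium flux was read with FluxOr dye. Rate constants were normalized to DMSO controls.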
Coupling enz – coupling enzyme interference in Giardia aldolase counter-screen. coupling enzyme system counterscreen, AmpLite Red fluorescence. activity change, negative = inhibition, % at 58.2 µM, hits read low. 290,000 tested, 0.67% active. AID 2472; in the data active = activity change below about -30%
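Counterscreen of the coupled detection system alone, without aldolase: glyceraldehyde-3-phosphate coupling enzymes plus AmpLite Red readout. Compounds at 57.5 uM final, 10 min RT preincubation, 20 min RT reaction, fluorescence 525/598 nm.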
USP2a block – blocks human ubiquitin-specific protease USP2a. USP2 core, Ub-CHOP2 coupled fluorogenic reporter, 485/531. Potency, µM (top dose mostly 38.3 µM), without a hit: at the top dose activity change, negative = inhibition, hits mostly inhibitors. 330,000 tested, 0.01% active;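 also: potency is read from the fitted curve at half-maximal effect; plate controls were DMSO wells for no effect and full inhibition by NEM control for full effect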
Target sequence (O75604 whole entry, looked up): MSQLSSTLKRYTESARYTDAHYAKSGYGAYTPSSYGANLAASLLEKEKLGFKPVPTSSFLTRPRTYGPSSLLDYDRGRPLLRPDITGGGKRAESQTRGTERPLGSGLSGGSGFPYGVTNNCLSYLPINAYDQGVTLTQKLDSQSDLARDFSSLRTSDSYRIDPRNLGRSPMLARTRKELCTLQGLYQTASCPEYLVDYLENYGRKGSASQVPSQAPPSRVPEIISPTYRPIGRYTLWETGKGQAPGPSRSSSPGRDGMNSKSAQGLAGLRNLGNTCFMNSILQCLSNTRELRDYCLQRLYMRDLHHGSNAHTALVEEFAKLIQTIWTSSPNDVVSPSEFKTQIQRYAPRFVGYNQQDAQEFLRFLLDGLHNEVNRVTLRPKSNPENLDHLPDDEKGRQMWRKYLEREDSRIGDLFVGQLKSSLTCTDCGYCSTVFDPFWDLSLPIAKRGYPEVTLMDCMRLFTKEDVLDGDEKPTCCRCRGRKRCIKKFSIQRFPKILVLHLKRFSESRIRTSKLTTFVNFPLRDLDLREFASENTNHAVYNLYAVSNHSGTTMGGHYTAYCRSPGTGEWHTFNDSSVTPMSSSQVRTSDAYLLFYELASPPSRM
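Cell-free coupled assay: 10nM USP2 core preincubated 30min RT with compound in Tris-HCl pH 8.0/CaCl2/CHAPS buffer, then 25nM Ub-CHOP2 and 25nM reporter substrate; fluorescence (Ex 485/Em 531) read after 60min RT, normalized to NEM inhibition, concentration-response curves fitted.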
PKM2 activator – PKM2 (human) enzyme activation; purified PKM2, Kinase-Glo ATP luminescence, activation; response scale: 0% is enzyme alone, no compound; Potency, µM (top dose mostly 57.5 µM), for inactives: at the highest dose activation, actives largely listed as activators; 260,000 tested, 0.34% active; P14618; also: potency is read from the fitted curve at half-maximal effect; nearly all actives have a fitted effect of over 55% in size
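hPK-M2, >95% pure; 0.1 mM ADP / 0.5 mM PEP final; imidazole pH7.2 buffer w/ 7 mM MgCl2, 50 mM KCl; 1 h RT; Kinase-Glo lum. Intermediate enzyme activity for dual inhibitor/activator qHTS.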
BCR signal inh – blocks chronic active B-cell receptor signaling. ABC-DLBCL IkBa-CBG/CBR reporter, luminescence ratio, 4 h. Potency, µM (top dose mostly 46.1 µM), for the others: at the highest dose ratio change, negative = lower green/red ratio, actives largely listed as inhibitors. 340,000 tested, 0.05% active; active = well fitted inhibition curve with a large enough effect in the signal ratio, with a control signal flat, not every such curve was filed as active; inconclusive = small, poorly fitted or top-dose-only effect, or effect the other way, or a change in a side signal; the % refers to the signal ratio;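 also: potency is read from the fitted curve at half-maximal effect; plate controls were basal doxycycline-induced cells for no effect and cells given 10 µM MG132 for full effect; MG132 reads +100%, hits lower the ratio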
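Cell line TMD8 (human ABC DLBCL), stably expressing tet-inducible CBG68-IkBa fusion and CBR; IMDM/0.5% FBS; cpd up to 46 uM; dox induction, 4 h, 37C/5% CO2; dual luminescence; green/red ratio; MG132 control.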
KCNH2 3.1 inh – blocks the human KCNH2 3.1 channel isoform | AID 720553 | activity change, % (tested at about 1.8 µM) | 340,000 tested, 0.95% active | U2OS KCNH2 3.1, thallium flux FluxOr; stronger effect = lower value;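 active = maximum activity change below -70%; inconclusive = maximum activity change from -70% to -50%; inactive = maximum activity change above -50%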;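 also: thallium influx rate constant from kinetic fluorescence after stimulation buffer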
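FluxOr-based Tl+ influx in U2OS cells transduced with KCNH2 3.1 virus; rate constants normalized to DMSO controls.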
B2AR arrestin – agonists driving beta-arrestin recruitment to human beta2-adrenergic receptor; beta-arrestin recruitment to beta2AR, cell-based reporter; Potency, µM (top dose mostly 46.1 µM), inactives show at the highest dose activation, actives largely listed as activators; 330,000 tested, 0.02% active; AID 492947;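 also: potency is read from the fitted curve at half-maximal effect; 0% = DMSO controls and full agonism = EC100 isoproterenol or metaproterenol; nearly all actives have a fitted effect of over 65% in size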
Target sequence (P07550 whole entry, looked up): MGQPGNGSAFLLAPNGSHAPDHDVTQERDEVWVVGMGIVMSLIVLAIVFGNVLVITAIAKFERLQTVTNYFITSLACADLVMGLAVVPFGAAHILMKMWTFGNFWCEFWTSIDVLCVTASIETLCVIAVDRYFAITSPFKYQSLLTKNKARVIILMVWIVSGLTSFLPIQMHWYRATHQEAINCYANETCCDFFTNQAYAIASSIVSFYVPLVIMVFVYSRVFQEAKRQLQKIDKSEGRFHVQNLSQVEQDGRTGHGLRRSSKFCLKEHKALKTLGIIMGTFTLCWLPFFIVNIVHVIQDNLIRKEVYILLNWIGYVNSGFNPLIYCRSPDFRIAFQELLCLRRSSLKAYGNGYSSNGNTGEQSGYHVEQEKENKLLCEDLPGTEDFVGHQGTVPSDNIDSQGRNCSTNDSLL
Giardia killer – Giardia lamblia killing; Giardia lamblia trophozoite viability; activity change, % at 7.66 µM, hits read low; 340,000 tested, 0.15% active; AID 540267; in the data active = activity change below about -80%; inconclusive = between about -30% and that limit;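 also: parasites exposed to compound for two days anaerobically before the ATP read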
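Giardia trophozoites, 100 cells per well, were exposed to compounds for 48 hrs at 37 deg C under anaerobic conditions; viability was then read as ATP content by bioluminescence after 15-30 min at room temperature.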
Eya2 phos inh – Eya2 (human) phosphatase inhibition. O00167. recombinant Eya2, OMFP fluorescence dephosphorylation (OMFP is methylfluorescein phosphate). Potency, µM (titrated, usually from 76.9 µM), for inactives: at the top dose activity, negative = inhibition, hits mostly inhibitors. 330,000 tested, 0.006% active; also: potency is read from the fitted curve at half-maximal effect
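Eya2 (0.2 uM) preincubated 10 min at ambient with compound, then OMFP substrate added at 50 uM; 10 min reaction in 50 mM HEPES pH 7.5, 50 mM NaCl, 5 uM MgCl2, 0.05% BSA, 1 mM DTT. Fluorescence read at Ex 485/Em 525 nm.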
uPA surface inh – cell surface uPA generation inhibition | Potency, µM (top dose mostly 38.3 µM), inactives show at the top dose activity change, negative = inhibition, usual class: inhibitors | 330,000 tested, 0.31% active | cell surface uPA generation assay, qHTS; active = well fitted inhibition curve with a large enough effect; inconclusive = small, poorly fitted or top-dose-only effect; inactive = no such curve, though single readings can be large or run the other way; tested in mouse RAW 264.7 cells; also: potency is read from the fitted curve at half-maximal effect; nearly all actives have a fitted effect of over 55% in size
GALK inh – galactokinase (human) inhibition. Potency, µM (series often up to 57.5 µM), for inactives: at the highest dose activity change, negative = inhibition, most hits filed as inhibitors. P51570. 270,000 tested, 0.007% active. Purified GALK, Kinase-Glo residual ATP luminescence; also: potency is read from the fitted curve at half-maximal effect
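Galactose (100 uM) and ATP (35 uM) were turned over by 5 nM GALK for 1 h at RT. Kinase-Glo Plus then converted the remaining ATP into a luminescent signal.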
The depositor's hits bear a star; ? = inconclusive; nt = not tested or not shown; [ ] = another dose, or the depositor's remark. Unless noted, calls follow the shape of the dose curve; as a rule, active = well fitted curve in the direction sought with a large enough effect; inconclusive = small, poorly fitted or top-dose-only effect, or another doubt; inactive = no such curve, though single readings can be large; an effect the other way counts as inactive or inconclusive. Unless noted, % is scaled to controls: 0 for no effect and ±100 for the full control effect.

SMILES	KCNH2 WT inh	Coupling enz	USP2a block	PKM2 activator	BCR signal inh	KCNH2 3.1 inh	B2AR arrestin	Giardia killer	Eya2 phos inh	uPA surface inh	GALK inh
COc1cc2c(cc1OC)CN(Cc1cc(=O)oc3cc(C)c(Cl)cc13)CC2	15.7	-4.4	2.7%	-3.4%	4.8%	4.0	-0.1%	9.6	-8.2%	-1.3%	1.3%
CC1(C(=O)N(CC(=O)NC2CCCC2)Cc2ccco2)CC(=O)N=C2C=CC=CN21 (configuration not stated)	2.6	0.8	1.5%	-4.2%	3.4%	-3.9	0.3%	-1.7	20.3%	nt	0.1%
O=C(Nc1ccccc1N1CCN(C(=O)c2ccc(Cl)cc2)CC1)c1cccnc1	-20.1	0.0	0.0%	1.4%	?	?	-0.3%	-13.9	-17.4%	3.6%	-1.5%
CCOC(=O)C1=C(COC(=O)/C=C/c2ccc(C)o2)NC(=O)NC1C (configuration not stated)	-5.6	nt	-0.3%	nt	?	-4.9	-0.1%	9.7	0.8%	-19.3%	nt
C/C(=N\NC(=O)c1ccccc1)c1ccc(NC(=O)c2cccs2)cc1	-3.0	3.8	1.9%	-24.9%	?	-30.0	-0.5%	-3.6	-1.2%	2.1%	-0.7%
C/C(=N\NC(=O)c1cccc(S(=O)(=O)N2CCCC2)c1)c1ccc(C)cc1	2.7	nt	-0.8%	nt	-0.8%	3.5	-0.2%	2.4	-21.7%	-2.1%	nt
COCCNC(=O)C(=O)NNS(=O)(=O)c1ccc(Cl)cc1	-0.8	4.3	2.1%	0.5%	-0.6%	-3.2	0.0%	-7.6	9.8%	3.5%	4.6%
COc1ccc(S(=O)(=O)Cc2ccc(C(=O)N3CC(C)CC(C)C3)o2)cc1 (configuration not stated)	-7.5	2.0	1.7%	-12.2%	17.5%	1.9	0.4%	-10.1	3.6%	11.1%	nt
O=C(Nc1nc2ccc3ccccc3c2s1)c1ccc(N2CCCCC2)c([N+](=O)[O-])c1	-18.0	-0.4	3.4%	-2.5%	?	-33.1	0.2%	11.4	7.5%	4.6%	-0.4%
Fc1cccc(Cl)c1CSc1nnc(COc2cccc3cccnc23)o1	5.0	-0.5	0.0%	6.6%	2.0%	4.1	0.4%	4.1	18.4%	-1.7%	-1.5%
N#Cc1cnn(Cc2ccc(Cl)cc2)c1N	2.3	-2.6	6.8%	2.7%	-0.1%	3.1	0.0%	-19.1	-0.6%	nt	0.2%
CCOC(=O)N1CCN(c2nnnn2-c2ccccc2)CC1	-0.1	3.7	-0.7%	26.9%	?	-5.7	0.0%	-5.4	-10.1%	-5.0%	2.3%
CN(C(=O)c1ccc(NC(=O)Cc2ccc(NC(=O)C3CCCN(C(=O)c4ccccc4)C3)cc2)cc1)C1CC1 (configuration not stated)	-6.9	nt	-2.1%	nt	-8.3%	18.8	0.4%	11.8	3.3%	-3.5%	nt
CC(C)C(=O)N(c1ccc2oc(=O)sc2c1)S(=O)(=O)c1cccs1	-0.5	1.0	-4.8%	?	-18.7%	nt	-0.5%	-3.5	-15.2%	0.7%	-0.2%
CN(C)C(=O)COc1ccc(Br)cc1	1.5	2.7	2.6%	-0.3%	2.6%	-16.0	2.6%	-7.2	4.3%	-0.7%	1.2%
O=C(CSc1nc2ncc(Cl)cc2[nH]1)N1CCOCC1	24.8	nt	0.0%	nt	5.5%	0.0	-0.6%	12.0	-10.2%	-0.6%	nt
Cc1ccc(C(=O)O)cc1NC(=O)c1ccc(Cn2nc(C)c(Cl)c2C)o1	1.7	0.3	3.7%	14.0%	?	-5.1	-0.6%	3.7	3.9%	4.2%	3.1%
COC(=O)c1ccccc1NC(=O)CSc1ncccn1	6.7	1.5	-0.8%	-0.9%	2.3%	-9.2	4.2%	-3.3	-14.2%	-3.7%	-2.8%
COc1ccccc1/C=C/C=c1\sc2nc(=O)c(Cc3ccccc3)nn2c1=O	-140.0*	6.0	-8.0%	-1.1%	17.5%	-162.8*	0.2%	9.9	-0.6%	0.3%	nt
CC(=O)OCC(=O)NCc1ccc2c(c1)OCO2	-3.1	2.4	1.1%	4.3%	-1.4%	14.2	-0.3%	-14.6	-5.6%	-8.0%	-0.2%
COc1ccc(-c2nnn(Cc3nc(N)nc(N4CCOCC4)n3)n2)cc1OC	-6.8	0.6	-1.8%	1.0%	?	-13.0	0.2%	1.9	9.7%	-7.2%	-0.4%
CCOC(=O)N1CCC(NC(=O)c2cnc3n(c2=O)CCS3)CC1	-9.5	1.4	2.1%	0.3%	-3.9%	-1.7	4.8%	26.7	3.2%	4.5%	1.3%
CC(Oc1ccccc1)C(=O)Nc1ccc(S(=O)(=O)N2CCCC2)cc1 (configuration not stated)	-1.0	-0.7	-0.8%	nt	4.3%	-0.3	-0.1%	-13.6	-20.8%	-0.2%	-1.9%
CCOCCCNC(=O)C(NC(=O)CC1NC(=O)NC1=O)c1ccc(Cl)cc1 (configuration not stated)	0.5	2.9	1.7%	-2.3%	0.0%	19.5	0.4%	-4.2	32.5%	-0.4%	3.2%
CN(C)S(=O)(=O)c1ccc2c(c1)c(=O)c(C(=O)N1CCOCC1)cn2C	-4.5	1.5	2.0%	-2.2%	-2.4%	1.2	0.2%	-12.7	-4.4%	-11.7%	1.6%
CC(C)(CC(=O)O)CC(=O)Nc1ccc(Oc2ccc(C(C)(C)C)cc2)nc1	-10.4	3.5	2.6%	5.0%	1.2%	2.5	0.3%	-4.5	-6.2%	-2.3%	2.9%
O=C(NNC(=O)c1cccnc1)Nc1ccccc1	-28.1	-1.5	1.2%	-7.5%	?	0.1	-0.3%	-15.0	-9.9%	-0.2%	-2.2%
CC(C)c1ccc(NS(=O)(=O)c2cccc3cccnc23)cc1	-1.2	-3.2	-1.9%	nt	-3.5%	-0.6	0.1%	-4.0	-2.8%	-2.8%	-0.9%
Cc1c(CN2CCC(CO)(CCOc3ccccc3)CC2)c(=O)n(-c2ccccc2)n1C	1.1	0.0	0.6%	2.5%	-5.4%	3.4	-0.7%	-10.4	6.1%	4.5%	0.5%
COc1cccc(N2CCN(C(=O)CC(NC(=O)c3ccccc3)c3ccccc3)CC2)c1 (configuration not stated)	11.8	nt	-1.7%	nt	?	14.1	-0.8%	7.6	-4.5%	-3.0%	nt
COC(=O)C1=C(C)NC2=C(C(=O)CCC2)C1c1cccs1 (configuration not stated)	nt	-0.5	0.6%	-1.5%	?	nt	-0.4%	nt	?	nt	-4.1%
Cc1nc(-c2ccccc2)sc1-c1nnc(C2CC2)o1	2.0	3.6	0.3%	4.3%	?	-5.0	-0.3%	-8.9	-10.7%	-3.6%	0.5%
C/C(=N\Nc1nc(N)cc(Cl)n1)c1ccc(F)cc1	-5.9	-2.6	1.1%	-0.7%	?	4.0	0.0%	-29.5	-2.1%	-10.1%	-0.1%
CCOC(=O)C1C(O)=CC(=O)CC1c1ccccc1 (configuration not stated)	-13.7	nt	-2.0%	nt	1.1%	6.6	0.2%	29.5	18.2%	2.1%	nt
CCCN=C1N/C(=C\c2ccco2)C(=O)N1c1ccccc1	-6.9	1.3	0.5%	15.1%	1.4%	0.2	0.2%	-2.9	-26.5%	-2.5%	-5.1%
Cc1ccc(-n2nc3c4c(cccc4c2=O)-c2ccccc2-3)cc1	3.7	3.0	1.3%	1.7%	1.8%	-9.6	-0.5%	-9.4	4.8%	nt	-1.2%
O=Cc1ccc(OCC(=O)Nc2ccccc2-c2ccccc2)cc1	-0.9	2.8	-0.2%	-4.8%	4.0%	-29.1	-0.6%	15.2	-3.7%	nt	0.3%
COc1cccc(N2CCN(C3CC(=O)N(c4ccc(Cl)c(Cl)c4)C3=O)CC2)c1 (configuration not stated)	0.9	0.0	-7.1%	2.0%	1.4%	3.0	-1.0%	-6.6	-31.3%	-2.9%	-0.7%
COc1ccc(CCC(=O)NCc2ccccc2Cl)cc1OC	-12.6	2.8	0.3%	nt	?	-8.8	-1.0%	-6.9	9.7%	-3.1%	-0.5%
Cc1ccc(CN2C(=O)CC(Nc3ccc(N4CCOCC4)cc3)C2=O)cc1 (configuration not stated)	0.2	-1.2	-1.2%	3.3%[11.5 µM]	1.0%	-2.3	-0.4%	-16.9	7.1%	17.9%	-1.1%
